esBAF inh = SWI/SNF esBAF complex inhibition. reporter increase, % at 12.5 µM. 350,000 compounds, 2% hits. mouse ES cells, Bmi1-luciferase knock-in reporter, 24 h; 100% = twice the neutral-well signal; in the data active means activation above about 40%; inconclusive means no clear call, values can overlap the other calls;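 further: 0% = median of the plate's neutral control wells and 100% = double that signal; a rise in the Bmi1 reporter signal indicates esBAF inhibition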
ERp5 inh = ERp5 (human) disulfide isomerase inhibition. 350,000 compounds, 0.05% hits. ERp5 insulin aggregation, absorbance 650 nm, 90 min. inhibition, % at 9.99 µM;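 active means mean replicate inhibition above about 25%, with every replicate also reaching it, limit read from the data, passing the limit was not always enough; inconclusive means only one of those two criteria met; inactive means neither criterion met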
RAD54 inh = blocks human RAD54 Holliday junction branch migration; FAM/BHQ fluorescence; 360,000 compounds, 0.14% hits; Q92698; inhibition, % at 10.4 µM;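 active means mean normalized replicate activity at least 40 and at least half of replicates scoring 40 or more; inconclusive means only one of the two criteria met; inactive means mean below 40 and under half of replicates reaching 40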;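 further: 0% = median of neutral control wells and 100% = median of positive control wells; inhibitors cause a drop in the FAM fluorescence signal; in these data hits start at about 50%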
Target sequence (Q92698 whole entry, looked up): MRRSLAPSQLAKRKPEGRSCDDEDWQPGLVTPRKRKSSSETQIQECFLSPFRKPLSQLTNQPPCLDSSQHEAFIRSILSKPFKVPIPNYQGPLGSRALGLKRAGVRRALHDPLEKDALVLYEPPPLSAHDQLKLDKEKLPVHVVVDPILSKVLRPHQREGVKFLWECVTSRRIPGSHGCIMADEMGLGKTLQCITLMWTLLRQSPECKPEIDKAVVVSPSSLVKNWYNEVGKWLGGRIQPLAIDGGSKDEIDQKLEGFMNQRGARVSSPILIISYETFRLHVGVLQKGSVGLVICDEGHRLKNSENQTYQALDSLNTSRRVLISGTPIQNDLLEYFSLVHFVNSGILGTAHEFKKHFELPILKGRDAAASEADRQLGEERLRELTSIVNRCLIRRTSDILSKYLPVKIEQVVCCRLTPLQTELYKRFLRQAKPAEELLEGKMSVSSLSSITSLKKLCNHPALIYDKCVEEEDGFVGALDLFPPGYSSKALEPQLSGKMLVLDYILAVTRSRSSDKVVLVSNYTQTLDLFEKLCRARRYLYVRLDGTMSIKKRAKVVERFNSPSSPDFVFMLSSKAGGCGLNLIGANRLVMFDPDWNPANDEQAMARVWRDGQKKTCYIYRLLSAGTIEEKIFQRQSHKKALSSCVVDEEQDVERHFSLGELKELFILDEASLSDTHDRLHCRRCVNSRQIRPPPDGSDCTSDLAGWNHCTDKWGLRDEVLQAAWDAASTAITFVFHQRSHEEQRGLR
ARNT-TACC3 inh = disrupts binding between human ARNT and TACC3; Q9Y6A5; AlphaScreen His-ARNT PAS-B/GST-TACC3 binding, luminescence; TACC3 fragment carries E629A point mutation; inhibition, % at 9.99 µM; 390,000 compounds, 0.66% hits;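 active means mean inhibition of replicates at least 50% and at least half of replicates each reaching 50%; inconclusive means half or more replicates reach 50% but mean below 50%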;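 further: 0% = complete ARNT plus TACC3 wells and 100% = ARNT alone without TACC3; many hits fall short of the cut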
E-selectin induc = induces E-selectin expression in human endothelial cells | P16581 | HUVEC E-selectin immunofluorescence imaging; normalized: neutral wells 0, TNF-alpha wells 100 | activation, % at 7.58 µM | 260,000 compounds, 0.37% hits;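 active means mean E-selectin-positive cell signal at least 10% of the positive control, reached in at least 60% of replicates, without over 20% cell loss; inconclusive means no rule given, readout overlaps actives, possibly toxicity-flagged; inactive means the rest, including those meeting only one limit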;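 further: in these data hits start at about 27%; measured in HUVEC primary endothelial cells; signal is the percent of cells scored E-selectin positive by PE staining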
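Assay system: HUVEC primary endothelial cells. Input: 3,000 HUVEC seeded per well. Doses: one compound dose added by pin transfer. Read-out basis: % PE-positive cells. Benchmarks: TNF-alpha high, DMSO low. Detection: immunofluorescence imaging. Buffer or medium: EGM-2, gelatin.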
CASP6 VEID inh = blocks human caspase-6 cleavage activity. purified caspase-6, Z-VEID-R110 cleavage fluorescence. inhibition, % at 12.5 µM. 350,000 compounds, 0.53% hits;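 active means mean inhibition across replicates at least about 35%, with every replicate also reaching that limit, limit read from the data; inconclusive means only one of the two criteria met; inactive means neither criterion met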;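 further: 0% = median of neutral control wells and 100% = no fluorescence left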
Target sequence (P55212 24-179 limits assumed): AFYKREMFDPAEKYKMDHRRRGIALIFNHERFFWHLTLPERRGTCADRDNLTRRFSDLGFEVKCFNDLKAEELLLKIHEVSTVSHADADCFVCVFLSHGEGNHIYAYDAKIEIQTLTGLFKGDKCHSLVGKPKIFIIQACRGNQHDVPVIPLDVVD
Target sequence (P55212 194-293 limits assumed): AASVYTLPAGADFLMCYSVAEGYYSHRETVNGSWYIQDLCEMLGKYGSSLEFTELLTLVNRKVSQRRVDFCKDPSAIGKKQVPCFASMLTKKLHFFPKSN
PglD DTNB = PglD (C. jejuni) enzyme inhibition. inhibition, % at 12.5 µM. AID 602405. 360,000 compounds, 0.098% hits. purified PglD enzyme, DTNB colorimetric CoA detection; in the data active means inhibition above about 16%, passing the limit was not always enough; inconclusive means no clear call, values can overlap the other calls; further: strong numbers were not always called active
RAD52 inh = inhibitors of human RAD52 DNA annealing. 360,000 compounds, 0.46% hits. AID 651710. inhibition, % at 18.7 µM. recombinant RAD52 DNA annealing, FRET fluorescence;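 active means every replicate showing at least 50% inhibition; inconclusive means mean inhibition at least 50% but not in every replicate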
The depositor's hits bear a star; ? = inconclusive; / = no result given; & = joins results of further samples.

SMILES	esBAF inh	ERp5 inh	RAD54 inh	ARNT-TACC3 inh	E-selectin induc	CASP6 VEID inh	PglD DTNB	RAD52 inh
COCC(=O)N[C@@H]1C=C[C@H](CC(=O)NCc2ccccc2OC)O[C@H]1CO	-11	16	2	-13	-0.1	1	4	6
Cc1ccc(C)c(CN2CCNC2=O)c1	-6	/	0	1	/	/	-7	/
CCOCCCn1c(SCc2ccccc2)nnc1-c1ccncc1	1	1	5	-5	14	-3	-4	-6
O=C(NCC[C@H]1CC[C@H](NS(=O)(=O)c2ccccc2F)[C@H](CO)O1)c1ccc(F)cc1	-2	0	-5	-10	-0.1	0	2	-9
Cc1ccc(OCCC(=O)OCC(=O)c2ccc3c(c2)NC(=O)CO3)cc1	0	-12	-2	-1	0.0	-4	7	-9
O=C1C(Cc2ccc(O)cc2)NC(=S)N1C1CCCCC1 (centres undefined)	-4	-6	-6	0	0.8	3	-1	-2
COc1ccc(CCN2C(=O)CC(NNC(=O)c3ccccc3Br)C2=O)cc1OC (centres undefined)	/	-1	1	-5	-1.2	3	4	8
CCNC(=O)C[C@@H]1CC[C@H]2[C@H](COc3ccc(NC(=O)C4CCCCC4)cc3C(=O)N2C)O1	4	-5	-3	-7	0.0	1	8	11
CN(C)S(=O)(=O)N1CCN(S(=O)(=O)c2ccc3ccccc3c2)CC1	4	-3	11	-17	/	1	0	-8
COc1ccc(CCN2CC(C(=O)NCCCc3ccncc3)CCC2=O)cc1 (centres undefined)	2	-2	-19	/	-0.2	-4	-4	6
Cn1ccnc1SCC(=O)Nc1ccc(Oc2ccccc2)cc1	50*	/	2	13	/	/	-4	/
CNC(=O)C[C@@H]1CC[C@@H]2[C@@H](COc3ccc(NC(=O)c4cccc(OC)c4)cc3C(=O)N2C)O1	-1	5	-4	-10	0.1	-2	0	8
Cc1nc2scc(-c3ccccc3)c2c(=O)n1N	-6	/	3	-1	/	/	4	/
CC(C(=O)NC1CC1)c1ncc(C(F)(F)F)cc1Cl (centres undefined)	/	-6	/	1	/	-2	/	-16
NC(=O)c1ccsc1NC(=O)COC(=O)[C@@H]1CCCN1C(=O)c1cccs1	/	-22	/	-1	/	3	/	-16
COc1ccc(CN2C(=O)CCC2(C)c2nnnn2-c2c(C)cccc2C)cc1OC (centres undefined)	/	3	/	/	-0.1	2	/	5
O=[N+]([O-])c1ccc(CNCc2cc(Cl)ccc2O)cc1	24	-3	-5	-5	-0.1	-4	1	-6
Cc1cccc(OCC(=O)Nc2ccc(N3CCCC3)cc2)c1C	7	/	-19	0	/	/	1	/
CCNC(=O)c1cc2c(c(-c3cccc(-c4cccc(OC)c4)c3)n1)[C@H](CCO)N([S@@](=O)C(C)(C)C)C2	-8	-5	1	3	0.1	-3	9	-18
CC(c1ccon1)N(C)C(=O)CCc1nnc(C2(c3ccc(Cl)cc3)CCC2)o1 (centres undefined)	/	2	/	-2	5.3	-3	/	-10
CC=Cc1ccc2n(c1=O)C[C@H]1[C@H](CO)[C@@H](C(=O)N3CCc4ccccc4C3)[C@@H]2N1Cc1ccncc1 (mixture of isomers)	1	4	-8	-3	-0.3	0	-2	-11
CCCCCn1c(=O)c(C(=O)c2ccccc2)nc2ccccc21	-2	-1	7	8	/	3	4	-5
Brc1ccc(-c2nnc3n2-c2ccccc2CC3)cc1	0	-12	12	3	/	3	1	-6
Cc1c(C(=O)NCCC#N)sc(=O)n1Cc1ccccc1F	-4	-3	13	/	/	16	-5	-23
CC(=O)c1cnn(-c2ccc(Cl)c(Cl)c2Cl)c1C	/	0	-7	/	-1.4	-1	0	7

Overlap with the part before: two compounds, followed by the next part.
SMILES	esBAF inh	ERp5 inh	RAD54 inh	ARNT-TACC3 inh	E-selectin induc	CASP6 VEID inh	PglD DTNB	RAD52 inh
Cc1c(C(=O)NCCC#N)sc(=O)n1Cc1ccccc1F	-4	-3	13	/	/	16	-5	-23
CC(=O)c1cnn(-c2ccc(Cl)c(Cl)c2Cl)c1C	/	0	-7	/	-1.4	-1	0	7
COc1ccccc1N(C(=O)CNC(=O)c1ccco1)C(C(=O)NC1CCCCC1)c1ccncc1 (centres undefined)	1	-1	2	-8	/	-1	2	-8
CC=Cc1ccc2n(c1=O)C[C@H]1[C@H](CO)[C@@H](C(=O)NCc3ccc4c(c3)OCO4)[C@@H]2N1C(=O)C1CC1 (mixture of isomers)	-18	-8	9	-6	-0.4	-3	3	58*
CCOC(=O)CC(NS(=O)(=O)c1ccc(OC)c(OC)c1)c1cccc([N+](=O)[O-])c1 (centres undefined)	/	0	-2	-26	-0.1	4	0	-3
COCOc1cccc(CN2CCC(C)(Oc3ccc(SC)cc3)C2)c1 (centres undefined)	3	3	2	/	0.2	-1	-3	3
CC(C)c1ccc(C(=O)NCCCN2CCN(CCCNC(=O)c3ccc(C(C)C)cc3)CC2)cc1	/	4	/	3	0.2	-15	/	0
O=C1CCN=C(Nc2ccc(F)cc2)N1Cc1ccccc1	11	/	-3	-4	/	/	1	/
O=C(c1cccnc1)N1CC[C@@H]2[C@H](CO)Nc3ccc(-c4cccc(F)c4)cc3[C@@H]21	-1	-1	-9	-3	?	-3	-2	-113
O=S(=O)(/N=C(/Nc1cccc2ccccc12)c1ccccc1)c1ccc(Br)cc1	-4	1	-9	0	/	-2	-5	-11
COC(=O)c1ccsc1NC(=O)CSc1nnnn1Cc1ccccc1	-4	/	-5	-8	/	/	-3	/
O=C(C1CCC(=O)N(C2CCCC2)C1)N1CCN(Cc2cccc(Cl)c2)CC1 (centres undefined)	-3	1	9	-20	-0.8	5	-3	-6
CCCNC(=O)C[C@H]1CC[C@@H]2[C@H](COC[C@H](O)CN2C(=O)C2CCOCC2)O1	-6	2	-3	-6	-0.2	-1	1	-105
Cc1ccc2c(c1)c(-c1ccccc1)nc1nncn12	-4	5	-2	24	-0.2	1	0	-47
COc1ccc(NC(=O)C2(C)CCCN(C(C)=O)C2)cc1F (centres undefined)	6	-10	-10	/	-0.2	0	-3	-12
CO[C@H]1CN(C)C(=O)c2ccc(NC(=O)Nc3ccc(Cl)c(Cl)c3)cc2OC[C@H](C)NC[C@@H]1C	4	1	-3	31	0.2	-1	1	51*
CC(C)(C)[C@H]1CCC(=O)N([C@H](CN=[N+]=[N-])Cc2ccccc2)CC1	-2	1	-13	-3	/	1	6	4
COc1cccc(S(=O)(=O)N2CC[C@@H]3[C@H]2c2cc(Br)ccc2N[C@@H]3CO)c1	-4	/	-8	2	-0.7	/	1	/
O=c1cc(O)c(-c2ccc(Cl)c(Cl)c2)c(Cl)[nH]1	11	2	-2	/	/	12	-3	-32
CC(=O)Nc1ccc(N2C(=O)CSC2c2ccc(F)cc2)cc1 (centres undefined)	/	/	-1	-1	0.0	/	1	/
COc1ccc(-c2nn3c(-c4ccccc4)nnc3s2)cc1OC	-3	/	-10	15	/	/	-3	/
COc1cc(C#N)ccc1OCC(=O)NCCC1=CCCCC1	-2	-7	4	-4	0.0	-1	-2	-13
COc1cccc(NC(=O)CN(C)C(C)C(=O)Nc2ccc(S(=O)(=O)N3CCCC3)cc2)c1 (centres undefined)	/	-2	/	1	/	-5	/	-7
C[C@H]1CN([C@@H](C)CO)C(=O)c2cccc(NC(=O)C3CC3)c2O[C@H]1CN(C)Cc1ccc(Cl)c(Cl)c1	-3	5	-5	-10	-0.2	0	2	-3
CCn1c(SCC(=O)Nc2ccccc2)nc2c1c(=O)n(C)c(=O)n2C	-7	/	-4	-4	/	/	2	/
CCc1cccc(OCC(=O)Nc2ccc(S(=O)(=O)Nc3onc(C)c3C)cc2)c1	-1	-12	-1	-3	/	5	-3	-12
COc1ccc(C(=O)COC(=O)c2ccc(-n3cnnn3)cc2)c(OC)c1	10	1	-2	/	/	-5	-4	-23
SMILES	esBAF inh	ERp5 inh	RAD54 inh	ARNT-TACC3 inh	E-selectin induc	CASP6 VEID inh	PglD DTNB	RAD52 inh
Cc1ccc(C(=O)N2CCC[C@@H]2C(=O)N2CCC[C@H]2C(=O)NCc2ccccc2)cc1C	/	-5	/	/	0.2	-1	/	-4
CCN(CC)CC(O)COc1ccccc1C(=O)CCc1ccccc1 (centres undefined)	12	/	-1	-2	/	/	4	/
C[C@H](CO)N1C[C@H](C)[C@@H](CN(C)Cc2cccc(O)c2)OCc2cnnn2CCCC1=O	-3&2&-1	5&4&-1	-5&1&-9	4&-1	2.5&0.1	0&-3&-1	-2&-2&2	-7&-2&3
O=S(=O)(NCCCN1CCOCC1)c1ccc(F)c(Cl)c1	-3	3	-1	-1	82*	-10	-1	-2
C[C@H]1CN([C@@H](C)CO)C(=O)c2cc(NC(=O)Cc3cn(C)c4ccccc34)ccc2O[C@@H]1CN(C)C	-11	2	-14	4	-20	1	-2	-1
Cc1nc2sccn2c(=O)c1S(=O)(=O)N1CCN(c2cccc(C(F)(F)F)c2)CC1	3	-5	-2	-1	/	2	-4	-17
O=C(N[C@H]1CC[C@@H](CCNC(=O)c2cnccn2)O[C@H]1CO)c1ccc2c(c1)OCO2	-4	2	6	-3	-0.3	1	2	2
CC(=O)N[C@H]1CC[C@H](CCNC(=O)C2CC2)O[C@H]1CO	2	0	1	-18	0.0	1	-3	1
COc1cc(Cc2nccc3cc(OC)c(OC)cc23)c(NC(C)=O)cc1OC	-1	3	1	-8	/	2	1	-9
CC(C)NC(=O)N(C)C[C@@H]1Oc2ccc(NC(=O)Nc3ccc4c(c3)OCO4)cc2CC(=O)N([C@@H](C)CO)C[C@@H]1C	0	6	-3	-1	0.0	1	-6	2
CC(=O)Nc1nonc1-c1nc2ccccc2n1Cc1ccccc1	-6	/	-8	-5	/	/	-6	/
C[C@@H](O)C#Cc1ccc([C@H]2[C@@H](CO)N3CCCCN(C(=O)Nc4ccccc4)C[C@@H]23)cc1	-16	1	9	-1	0.4	1	6	-9

Single records, from the list above:
`CCN(CC)CC(O)COc1ccccc1C(=O)CCc1ccccc1` (centres undefined) as listed: esBAF inh: 12; ERp5 inh: /; RAD54 inh: -1; ARNT-TACC3 inh: -2; E-selectin induc: /; CASP6 VEID inh: /; PglD DTNB: 4; RAD52 inh: /
`Cc1ccc(C(=O)N2CCC[C@@H]2C(=O)N2CCC[C@H]2C(=O)NCc2ccccc2)cc1C` as listed: esBAF inh: /; ERp5 inh: -5; RAD54 inh: /; ARNT-TACC3 inh: /; E-selectin induc: 0.2; CASP6 VEID inh: -1; PglD DTNB: /; RAD52 inh: -4
`C[C@H]1CN([C@@H](C)CO)C(=O)c2cc(NC(=O)Cc3cn(C)c4ccccc34)ccc2O[C@@H]1CN(C)C` as listed: esBAF inh: -11; ERp5 inh: 2; RAD54 inh: -14; ARNT-TACC3 inh: 4; E-selectin induc: -20; CASP6 VEID inh: 1; PglD DTNB: -2; RAD52 inh: -1

Looked up above.
ARNT-TACC3 inh, `COc1cc(Cc2nccc3cc(OC)c(OC)cc23)c(NC(C)=O)cc1OC` stands at -8
PglD DTNB, `Cc1nc2sccn2c(=O)c1S(=O)(=O)N1CCN(c2cccc(C(F)(F)F)c2)CC1` stands at -4
E-selectin induc, `COc1cc(C#N)ccc1OCC(=O)NCCC1=CCCCC1` stands at 0.0
E-selectin induc, `CC(=O)c1cnn(-c2ccc(Cl)c(Cl)c2Cl)c1C` stands at -1.4
CASP6 VEID inh, `COc1ccccc1N(C(=O)CNC(=O)c1ccco1)C(C(=O)NC1CCCCC1)c1ccncc1` (centres undefined) stands at -1

High-throughput results as filed in PubChem BioAssay.
